5HT1a ag – agonists of human 5-HT1a serotonin receptor; P08908; CHO 5-HT1a Ga15 NFAT-bla reporter, FRET ratio; 0% basal, 100% maximal reference agonist; activation, % at 10 µM; hit rate 0.56% among 65,000; AID 567;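 active = activation above the screen-wide mean activation plus 3 SD, cut at about 19% in these data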;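 note: 0% = DMSO wells and 100% = 5-CT at EC100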
5HT1E ag – 5-HT1E (human) receptor agonism; hit rate 0.69% among 65,000; P28566; CHO 5-HT1E Ga15 NFAT-bla reporter, FRET; 0% DMSO wells, 100% control agonist wells; activation, % at 6 µM;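 active = activation above a set limit, the screen-wide mean activation plus 3 SD, cut at about 8.5% in these data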;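 note: 100% = positive control agonist at 1 µM giving full maximal response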
Target sequence (P28566 whole entry, looked up): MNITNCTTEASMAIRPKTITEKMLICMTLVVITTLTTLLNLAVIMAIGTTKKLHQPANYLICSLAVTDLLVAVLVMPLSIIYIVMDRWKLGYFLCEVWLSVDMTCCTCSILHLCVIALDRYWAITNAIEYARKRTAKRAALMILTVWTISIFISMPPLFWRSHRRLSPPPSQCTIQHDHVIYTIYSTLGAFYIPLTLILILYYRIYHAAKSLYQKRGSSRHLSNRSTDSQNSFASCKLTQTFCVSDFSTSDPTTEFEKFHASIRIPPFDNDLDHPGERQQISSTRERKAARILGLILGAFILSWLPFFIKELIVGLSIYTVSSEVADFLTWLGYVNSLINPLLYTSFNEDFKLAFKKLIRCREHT
SF-1 act – activators of human nuclear receptor SF-1; CHO-K1 Gal4-SF-1 LBD luciferase reporter; % increase over DMSO SF-1-specific signal; activation, % at 10 µM; hit rate 1.9% among 65,000; AID 522;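 active = activation above the mean activation of all tested compounds plus 3 SD, cut at about 50% in these data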
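System: CHO-K1 cells with Gal4–hSF-1 LBD chimera plus Gal4-driven luciferase; quantity: 4,000 CHO-K1 cells per well; compound: one dose, 10 µM compound, 1% DMSO; times: 20 h compound treatment, 37 °C; measured by: SteadyLite luciferase luminescence; read-out: percent activation versus DMSO; benchmarks: DMSO and mock-transfected background; replicates: one test per compound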
NADH coupling – inhibitors of enzymes used to reach an NAD/NADH endpoint; coupled PK/LDH NADH assays, four targets; AID 774; hit rate 0.02% among 65,000; IC50, µM (titrated, usually from 10 µM), inactives show at the top dose inhibition;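 active = single-dose screening hits from any of four coupled enzyme assays that gave an IC50 when retested across doses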;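 note: the DPM-DC format reads NADH fluorescence rather than 340 nm absorbance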
RORA act – activates the human nuclear receptor RORA. AID 560. hit rate 1.5% among 65,000. P35398. CHO-K1 Gal4-RORA LBD luciferase reporter, luminescence; percent increase over mock-subtracted basal signal. activation, % at 10 µM;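 active = activation above the mean of all tested compounds plus 3 SD, cut at about 49% in these data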;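 note: 0% = DMSO-treated RORA cells and 100% = added signal equal to DMSO minus mock-transfected cells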
Target sequence (P35398 whole entry, looked up, the tested form may be a part): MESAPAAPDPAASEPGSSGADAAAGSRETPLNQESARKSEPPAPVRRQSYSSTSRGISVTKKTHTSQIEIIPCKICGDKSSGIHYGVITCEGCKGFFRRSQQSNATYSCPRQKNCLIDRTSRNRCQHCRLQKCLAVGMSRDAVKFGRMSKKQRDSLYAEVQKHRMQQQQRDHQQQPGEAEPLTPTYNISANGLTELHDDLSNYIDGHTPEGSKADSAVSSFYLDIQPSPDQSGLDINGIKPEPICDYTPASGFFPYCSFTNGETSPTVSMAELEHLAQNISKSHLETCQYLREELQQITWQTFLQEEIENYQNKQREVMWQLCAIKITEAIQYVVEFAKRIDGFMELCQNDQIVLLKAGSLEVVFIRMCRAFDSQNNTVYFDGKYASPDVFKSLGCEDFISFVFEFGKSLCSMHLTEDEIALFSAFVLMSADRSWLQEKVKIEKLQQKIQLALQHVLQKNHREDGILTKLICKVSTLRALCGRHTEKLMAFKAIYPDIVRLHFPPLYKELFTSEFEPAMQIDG
MMP-13 inhibitor – MMP13 (human) collagenase inhibition; hit rate 0.07% among 65,000; inhibition, % at 4 µM; MMP-13 fTHP FRET cleavage, Mca fluorescence;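 active = inhibition above the mean of compound-free control plate wells plus 3 SD, cut at about 14% in these data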;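 note: 0% = DMSO wells and 100% = wells with reference MMP-13 inhibitor after basal subtraction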
5HT1a antag – antagonists of human 5-HT1a serotonin receptor; P08908; CHO 5-HT1a Ga15 NFAT-bla reporter, antagonist mode; inhibition, % at 10 µM; hit rate 0.68% among 62,000;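 active = inhibition above the mean of all tested compounds plus 3 SD, cut at about 43% in these data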;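 note: receptor stimulated by 5-CT agonist at 100 nM near EC80; beta-lactamase reporter measured by ratiometric fluorescence of a cleavable substrate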
5HT1E antag – antagonists of human 5-HT1E serotonin receptor | P28566 | CHO 5-HT1E Ga15 NFAT-bla reporter, FRET, antagonist | hit rate 0.99% among 65,000 | inhibition, % at 6 µM | AID 571;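 active = inhibition above a set limit, the mean inhibition across every tested compound plus 3 SD, cut at about 29% in these data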;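 note: signal is the 460 over 535 nm emission ratio of beta-lactamase substrate; 0% = agonist plus DMSO wells and 100% = wells without agonist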
Ecoli tolC – blocks growth of E. coli BW25113 tolC mutant; hit rate 2.2% among 65,000; OD615; growth inhibition, % at 10 µM (by protocol);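 active = growth inhibition at or above a cutoff equal to the mean over every tested compound plus 3 SD, cut at about 60% in these data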;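 note: growth measured after 20 h incubation at 37 °C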
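Test system – E. coli BW25113 ΔtolC::kan, tolC deletion mutant strain · Detection – OD at 615 nm · Buffer or medium – LB with kanamycin 50 µg/mL · Times – 20 h compound exposure of bacteria at 37 °C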
* marks the source's active call; other numbers are inactive results; / = not tested or not shown; [ ] = another dose, or the depositor's remark. Random draw from the library. Share with any hit: about 7.2%.

SMILES | 5HT1a ag | 5HT1E ag | SF-1 act | NADH coupling | RORA act | MMP-13 inhibitor | 5HT1a antag | 5HT1E antag | Ecoli tolC
CCCCn1c(SCC(=O)N(CC)C2CCS(=O)(=O)C2)nnc1C(CC)N(C)C (centres undefined) | -1.7 | -0.4 | -1 | 1% | -6 | 4 | -6 | 3 | -3
Cc1ccc(S(=O)(=O)NC2OC(=O)C(Cl)=C2Cl)cc1 (centres undefined) | -4.2 | -0.1 | -12 | 4% | -7 | 9 | 23 | -12 | -4
CCCCn1nnnc1SCC(=O)Nc1ccc(F)cc1 | -2.3 | -0.9 | -7 | 6% | -14 | -1 | 8 | 7 | 0
CC(C)C(=O)Nc1ccc(NC(=O)c2ccccc2Cl)nc1 | -2.4 | 2.8 | 38 | 5% | 62* | -1 | 5 | -10 | -13
CS(=O)(=O)c1ccc(N2CCN(C3CC(=O)NC3=O)CC2)cc1 (centres undefined) | -1.3 | 0.1 | -3 | 6% | -2 | 6 | -4 | 0 | -11
CCCC(=O)Nc1sc2c(c1C#N)CCCC2 | 5.1 | -0.1 | 39 | 1% | 8 | -2 | / | 20 | 10
COc1ccc2c(c1)CCc1c(C(=O)N3CCOCC3)noc1-2 | -4.0 | -2.1 | 32 | 4% | 14 | 9 | -7 | -12 | -2
CN(C1CCS(=O)(=O)C1)S(=O)C12CC3CC(CC(C3)C1)C2 (centres undefined) | 4.5 | 0.4 | -3 | 2% | 3 | 0 | 2 | -2 | -11
CCc1c(C)nc2c(C#N)c(C)[nH]n2c1=O | 1.1 | 0.1 | -1 | 5% | -7 | 1 | 1 | -6 | -14
COC(=O)c1[nH]c2ccccc2c1NC(=O)CN1CCCCCC1 | 1.6 | -1.3 | -5 | 8% | -2 | 0 | 7 | 3 | 5
N#C/C=C\Oc1ccc(Cl)cc1N | -3.6 | -0.7 | 11 | 7% | -13 | 5 | 16 | -3 | 8
CCCCOC(=O)C1=C(C)NC2(O)c3ccccc3C(=O)C12O (centres undefined) | -1.7 | 0.1 | -14 | 5% | 6 | -4 | 10 | 1 | -19
CCCNC(=O)CN(C)C(=O)c1n[nH]c2ccccc12 | -2.7 | -0.2 | -2 | 5% | -4 | 4 | 13 | 0 | -13
O=C(COC(=O)c1ccccc1NC(=O)c1ccco1)NCc1ccc2c(c1)OCO2 | 0.3 | -0.2 | -3 | 5% | 2 | 1 | 7 | 4 | 18
N#Cc1c2n(c3c(=O)n(Cc4ccccc4)cnc13)CCCC2 | -0.6 | -0.9 | -9 | 3% | -16 | 2 | -11 | 10 | 7
COc1cccc(CN(C)C(=O)c2ccc(S(=O)(=O)N3CCCC3)cc2)c1OC | 0.6 | 0.1 | -3 | 5% | -20 | -2 | 0 | 2 | 6
O=C(Nc1ccc(-c2nnc(-c3ccccc3)o2)cc1)c1ccc(Br)o1 | -0.8 | 1.5 | 11 | 6% | 9 | 4 | -16 | -5 | 0
Cc1ccc(-c2nnc(SCC(=O)N3CCCC3)o2)cc1 | -0.6 | 0.1 | 13 | 3% | 22 | 4 | 1 | -3 | 5
O=S(=O)(Nc1ccccc1F)c1ccc2nsnc2c1 | 0.0 | 0.4 | 1 | 5% | -6 | 0 | -6 | -3 | 2
COc1ccc2cc(CCNC(=O)c3c(-c4ccccc4Cl)noc3C)c(=O)[nH]c2c1 | -1.6 | 1.0 | 7 | 1% | 4 | -4 | 0 | -10 | 21
O=C(c1ccccc1)c1ccc2nc(N3CCN(C(=O)c4ccco4)CC3)c3nncn3c2c1 | 1.9 | 2.4 | 20 | 5% | -9 | 6 | -4 | 5 | 16
O=S(=O)(c1ccccc1)c1cccc(S(=O)(=O)N2CCCCC2)c1 | -2.0 | -0.9 | 0 | 3% | 9 | -1 | -4 | 9 | 18
COc1cccc(OCCCCN2CCCCC2)c1 | -1.8 | 0.9 | 10 | 19% | 6 | -2 | 14 | -10 | 0
Cc1cc(=O)oc(C)c1C(=O)OCC(=O)c1ccccc1 | 0.3 | 0.2 | -15 | 0% | 16 | -2 | -6 | -5 | 8
CCCCC(=O)N(c1ccc(OCC)cc1)C1C=CS(=O)(=O)C1 (centres undefined) | -0.7 | 0.0 | -3 | 7% | -9 | -4 | -14 | -2 | -4
Clc1ccc(-c2nnc(-c3ccccc3)o2)c(Cl)c1 | -1.8 | 0.0 | -11 | 7% | -7 | -12 | -10 | -18 | -2
FC(F)(F)c1cc(-c2ccccc2)nc(N2CCCCCC2)n1 | 1.0 | -0.3 | 2 | 5% | -6 | -9 | -11 | -1 | -14
COc1cccc(NC(=O)NC2CCN(Cc3nnnn3Cc3ccc(F)cc3)CC2)c1 | 1.8 | -0.3 | 7 | 3% | 21 | 3 | -1 | 0 | 19
COc1ccc(N2C(=O)C3CCCN3C2c2ccccc2)cc1Cl (centres undefined) | 2.5 | -0.7 | 6 | 5% | -3 | 1 | -11 | 2 | 5
Cc1cc(=O)[nH]c(Nc2cccc(C(F)(F)F)c2)n1 | 0.3 | -0.1 | 4 | 1% | -30 | 1 | 14 | 11 | 28
Cc1noc(C)c1COC(=O)c1ccc(S(=O)(=O)NCc2ccco2)cc1 | 0.6 | 0.9 | 13 | 3% | -9 | -2 | 7 | -9 | 14
Cc1ccc(-c2nnc(SCC(=O)Nc3ccccc3F)o2)cc1 | -2.3 | -0.3 | -39 | 5% | -63 | -4 | 5 | -3 | -10
Cc1cc(C(=O)c2cccs2)c(N)s1 | -6.3 | 0.1 | -6 | 11% | -17 | 4 | 4 | -19 | -1
Clc1ccc2c(N3CCCC3)ccnc2c1 | -3.3 | -0.4 | 16 | 10% | -14 | -2 | 6 | 2 | -2
COc1ccc(S(=O)(=O)Nc2ccc(CC#N)cc2)cc1 | -1.2 | -0.5 | -10 | 3% | -7 | 6 | -15 | 6 | -1
O=C(NC1=NCCS1)c1nc(-c2ccccc2)n(-c2ccccc2)n1 | -2.5 | 0.3 | 1 | 1% | 13 | 3 | 1 | 0 | 0
O=C(O)c1ccc(NC(=O)C2CCCCC2)cc1 | -1.6 | -1.1 | -25 | 2% | 5 | 2 | 2 | 5 | 0
CCOc1ccc(N2C(=O)C3CCCN3C2=O)cc1 (centres undefined) | -1.7 | -0.1 | -31 | 1% | -1 | -3 | 8 | 8 | -20
CC(C)n1c(-c2cccnc2)nc2cnccc21 | -0.4 | 0.4 | -17 | 10% | -29 | -2 | 2 | 3 | -24
O=C(Nc1nccs1)c1ccc(COc2ccc(Cl)cc2)o1 | -1.3 | -0.3 | 29 | 3% | 5 | -4 | 14 | -1 | -8
Cc1ccc2c(c1)c1nc3ccccc3nc1n2CCN1CCOCC1 | -3.3 | -0.4 | 27 | 0% | 2 | -4 | 8 | 17 | 35
CC(=O)Nc1cc(C(F)(F)F)ccc1N1CCOCC1 | -4.2 | 1.1 | 7 | 2% | 23 | 5 | 5 | -4 | -12
O=C(CCCn1c(=O)c2sccc2n(Cc2cc(=O)n3ccccc3n2)c1=O)NCc1ccco1 | -0.9 | 0.6 | -6 | 3% | 7 | -18 | 1 | -4 | -4
CC(C)Sc1nc2c(c(=O)[nH]c(=O)n2C)n1C | -0.4 | -1.6 | -14 | 5% | 2 | 1 | 12 | 12 | -7
COc1ccccc1NC(=O)c1oc2ccccc2c1NC(=O)c1cc(OC)c(OC)c(OC)c1 | -0.6 | -0.7 | 19 | 1%[fluoresces] | -5 | 4 | -6 | 6 | -14
COc1cccc(-n2nnc3c(=O)n(CC(=O)N4CCCCC4)cnc32)c1 | -4.7 | 0.4 | 19 | 7% | -4 | -3 | 6 | -10 | -2
Cc1oc(-c2cccc(Cl)c2)nc1CN1CCCC(C(=O)NCc2ccco2)C1 (centres undefined) | 0.2 | 0.3 | -16 | 4% | -29 | 0 | 25 | 7 | 9
O=C(OCCNc1ncc(C(F)(F)F)cc1Cl)c1ccc(S(=O)(=O)N2CCOCC2)cc1 | 0.8 | -0.8 | -8 | 5% | 6 | 4 | -14 | -8 | 38
Cn1c(=O)c2c(nc(CN3CCN(c4ccccc4)CC3)n2CCc2ccccc2)n(C)c1=O | 1.4 | 0.6 | -17 | 7% | 1 | 0 | -6 | 2 | -6
O=S(=O)(N1CCOCC1)N1CCN(c2ccccc2F)CC1 | -0.8 | 0.3 | 4 | 1% | -10 | 1 | 13 | 1 | -4

As a short view, part of the list above:
SMILES | 5HT1a ag | 5HT1E ag | SF-1 act | NADH coupling | RORA act | MMP-13 inhibitor | 5HT1a antag | 5HT1E antag | Ecoli tolC
Cn1c(=O)c2c(nc(CN3CCN(c4ccccc4)CC3)n2CCc2ccccc2)n(C)c1=O | 1.4 | 0.6 | -17 | 7% | 1 | 0 | -6 | 2 | -6
O=S(=O)(N1CCOCC1)N1CCN(c2ccccc2F)CC1 | -0.8 | 0.3 | 4 | 1% | -10 | 1 | 13 | 1 | -4

Next part
SMILES | 5HT1a ag | 5HT1E ag | SF-1 act | NADH coupling | RORA act | MMP-13 inhibitor | 5HT1a antag | 5HT1E antag | Ecoli tolC
COc1c(Cl)cc(Cl)cc1C(=O)Nc1ccccc1N1CCN(C(C)=O)CC1 | 0.0 | 0.0 | -10 | 4% | -9 | 0 | -4 | -6 | -2
CCOC(=O)c1ccc(COC(=O)CNC(=O)CNC(=O)c2ccc(OC)cc2)o1 | -2.5 | 0.4 | -9 | 7% | -2 | 1 | -5 | 6 | -14
COCC(=O)Nc1sc2c(c1C(=O)OC)CCCC2 | 1.5 | -1.0 | 6 | 5% | -15 | -1 | -2 | 16 | 24
O=C(Nc1c(C(=O)O)oc2ccc(Br)cc12)c1ccccc1 | -2.7 | 0.0 | 7 | 4% | -7 | 4 | -2 | -5 | 22
CCOCCCNC(=O)c1cn(CC(C)C)c(=O)c2cc(OC)c(OC)cc12 | -0.9 | -0.2 | -4 | 0% | -12 | 2 | -9 | -2 | -23
COc1ccccc1NC(=O)Cn1c(=O)oc2ccccc21 | -0.5 | 0.3 | -5 | 5% | -4 | 1 | 22 | 3 | -5
COc1ccccc1-n1cnnc1SCC(=O)c1ccc[nH]1 | -3.4 | -0.6 | -6 | 2% | -8 | -2 | 2 | -4 | -8
Cc1cc(NC(=O)CN2CCCCCCC2)no1 | 1.4 | 0.2 | -9 | 4% | -27 | 6 | -6 | 9 | 2
CCCNC(=O)C1CC(=O)N(c2ccc(OCC(=O)Nc3cc(C)cc(C)c3)cc2)C1 (centres undefined) | -2.3 | 1.0 | 7 | 1% | -9 | 1 | 4 | -3 | -9
O=C1NC(c2ccncc2)Nc2sc3c(c21)CCCC3 (centres undefined) | -3.5 | 0.1 | 10 | 7% | 26 | -10 | -14 | -5 | -3
O=C(c1ccc(Br)o1)N1CCN(c2ccc3nnc(-c4ccccc4)n3n2)CC1 | 2.1 | 3.8 | -20 | 4% | -8 | -2 | -32 | 19 | 28
COc1ccc(-c2nnc(N)s2)cc1 | 0.2 | -0.3 | 7 | 5% | 50* | 0 | 14 | -5 | -4
CC(=O)c1ccc(N2CCN(C(=O)c3ccco3)CC2)c(F)c1 | -1.5 | -1.9 | 39 | 3% | 12 | -2 | 19 | 12 | -5
Cc1nc2sc(C(c3cccc(F)c3)N3CCCCC3)c(O)n2n1 (centres undefined) | 0.0 | -0.2 | 1 | 2% | 4 | -5 | -16 | -8 | -3
CCN(CC)C(=O)Cn1nnc(-c2ccc(C)o2)n1 | -3.8 | 1.6 | -2 | 16% | -12 | 3 | -4 | 1 | -31
